From PubChem
MsrA inhibitor: inhibits bovine methionine sulfoxide reductase A | purified bovine MsrA, absorbance read-out | inhibition, % at 15.5 µM | actives 0.75% (n = 360,000); in the data active = inhibition above about 4.5%;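 also: 0% = vehicle wells with enzyme and 100% = reference inhibitor wells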
MT1-MMP act inh: blocks activation of human MT1-MMP. P50281. HT1080 RFP-PRO-GFP cells, GFP/RFP ratio fluorescence, overnight; percent of plate control window, DMSO zero. GFP/RFP ratio change, % at 20 µM. actives 0.061% (n = 360,000);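 active = GFP/RFP ratio change of at least 30% with cell ATP level not reduced by more than half and red fluorescence within 50% of control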; also: strong numbers were not always called active
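Assay system: HT1080 cells carrying an RFP-PRO-GFP reporter | Dosing: Single dose of 20 µM compound, 1% DMSO final | Incubation: Cells overnight before dosing, compound overnight, 37 °C, 5% CO2 | Evaluation: GFP/RFP fluorescence ratio | Control set: DMSO and RFP-L50D-GFP cell wells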
bovine MsrA act: bovine methionine sulfoxide reductase A activation | activation, % at 10.6 µM | purified bovine MsrA, absorbance read-out | actives 0.3% (n = 360,000) | AID 602163; in the data active = activation above about 7.5%;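 also: 0% = vehicle and 100% = reference activator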
FAS TE block: inhibitors of human fatty acid synthase thioesterase domain | P49327 | recombinant FAS-TE, OMFH fluorogenic substrate, fluorescence endpoint | inhibition, % at 15 µM | actives 0.67% (n = 360,000) | AID 602261;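 active = compounds whose normalised, plate-corrected inhibition of enzyme fluorescence in the single-dose primary screen is 50% or more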;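 also: 0% = DMSO with enzyme and 100% = substrate without enzyme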
Rin1 Abl inh: inhibitors of human Rin1-Abl protein interaction; inhibition, % at 7.35 µM; AID 588664; actives 0.4% (n = 360,000); P00519+Q13671; TR-FRET Rin1/Abl binding, biochemical; in the data active = inhibition above about 5%, passing the limit was not always enough
Target sequence (P00519 whole entry, looked up): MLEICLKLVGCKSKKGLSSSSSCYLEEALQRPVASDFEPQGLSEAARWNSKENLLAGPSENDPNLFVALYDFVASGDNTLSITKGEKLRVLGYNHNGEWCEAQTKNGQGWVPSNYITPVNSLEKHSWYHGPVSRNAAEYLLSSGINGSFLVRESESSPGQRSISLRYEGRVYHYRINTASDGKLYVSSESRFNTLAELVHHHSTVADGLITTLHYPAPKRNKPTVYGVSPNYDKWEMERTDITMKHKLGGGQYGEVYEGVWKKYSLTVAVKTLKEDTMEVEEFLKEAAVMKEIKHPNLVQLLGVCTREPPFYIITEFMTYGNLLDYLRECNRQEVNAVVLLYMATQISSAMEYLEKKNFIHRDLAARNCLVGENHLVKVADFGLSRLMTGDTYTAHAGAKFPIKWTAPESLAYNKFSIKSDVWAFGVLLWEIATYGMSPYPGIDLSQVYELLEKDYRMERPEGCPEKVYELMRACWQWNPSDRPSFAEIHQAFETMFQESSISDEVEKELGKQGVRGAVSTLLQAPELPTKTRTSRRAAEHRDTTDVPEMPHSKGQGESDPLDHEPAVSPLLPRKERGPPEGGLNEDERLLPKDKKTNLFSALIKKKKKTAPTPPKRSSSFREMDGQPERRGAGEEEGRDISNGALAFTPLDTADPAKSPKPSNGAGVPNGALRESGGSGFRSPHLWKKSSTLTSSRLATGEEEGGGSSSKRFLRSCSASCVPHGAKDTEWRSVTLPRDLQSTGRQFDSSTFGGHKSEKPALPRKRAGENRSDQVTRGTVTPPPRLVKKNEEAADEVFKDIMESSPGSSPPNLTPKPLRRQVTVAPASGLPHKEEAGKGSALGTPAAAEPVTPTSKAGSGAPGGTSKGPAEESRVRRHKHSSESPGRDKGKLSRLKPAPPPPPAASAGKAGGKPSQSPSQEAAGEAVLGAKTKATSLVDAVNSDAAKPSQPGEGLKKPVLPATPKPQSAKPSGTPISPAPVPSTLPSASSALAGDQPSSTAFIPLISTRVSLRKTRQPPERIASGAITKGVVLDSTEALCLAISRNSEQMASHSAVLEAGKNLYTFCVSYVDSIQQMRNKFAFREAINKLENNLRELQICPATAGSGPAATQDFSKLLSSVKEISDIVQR
Target sequence (Q13671 whole entry, looked up): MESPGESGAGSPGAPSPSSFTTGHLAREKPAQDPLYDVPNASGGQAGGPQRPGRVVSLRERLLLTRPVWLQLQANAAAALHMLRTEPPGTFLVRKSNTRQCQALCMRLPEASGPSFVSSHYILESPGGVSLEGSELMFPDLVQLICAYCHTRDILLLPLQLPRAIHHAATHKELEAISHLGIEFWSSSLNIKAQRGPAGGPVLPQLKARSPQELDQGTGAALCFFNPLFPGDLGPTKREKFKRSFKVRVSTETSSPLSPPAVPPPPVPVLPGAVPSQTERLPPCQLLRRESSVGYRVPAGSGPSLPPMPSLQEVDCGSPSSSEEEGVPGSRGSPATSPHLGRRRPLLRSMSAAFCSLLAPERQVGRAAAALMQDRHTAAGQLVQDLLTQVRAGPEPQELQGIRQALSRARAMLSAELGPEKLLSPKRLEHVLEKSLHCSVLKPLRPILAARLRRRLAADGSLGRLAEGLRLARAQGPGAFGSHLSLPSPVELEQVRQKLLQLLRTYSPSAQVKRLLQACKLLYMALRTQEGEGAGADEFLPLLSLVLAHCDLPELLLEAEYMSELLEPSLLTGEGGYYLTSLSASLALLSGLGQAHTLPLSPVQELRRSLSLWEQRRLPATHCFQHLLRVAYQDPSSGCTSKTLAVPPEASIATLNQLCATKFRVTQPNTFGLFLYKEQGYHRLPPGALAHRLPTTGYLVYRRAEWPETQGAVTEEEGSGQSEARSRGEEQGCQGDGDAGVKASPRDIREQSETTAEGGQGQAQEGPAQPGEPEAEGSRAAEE
eLon inh: inhibitors of E. coli Lon protease; P0A9M0; purified E. coli Lon protease, fluorescence polarization; inhibition, % at 7.94 µM; actives 0.42% (n = 360,000); in the data active = inhibition above about 13%, passing the limit was not always enough;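 also: 0% = enzyme with probe and DMSO and 100% = no enzyme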
SKN-1 inh: C. elegans SKN-1 inhibition. C. elegans VP596 Pgst-4::GFP/RFP ratio, acrylamide-induced, 24 h. inhibition, % at 21.8 µM. actives 0.49% (n = 360,000). AID 624304;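 active = interference check ratio from 0.5 to 1.5 plus GFP to RFP signal ratio inhibition reaching or exceeding a fixed threshold, cut at about 30% in these data, passing the limit was not always enough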; also: some compounds called inactive have numbers as strong as hits
CendR NRP1 mod: NRP-1/CendR interaction modulation; O14786; FAM-RPARPAR peptide binding to NRP-1, fluorescence polarization; inhibition, % at 25 µM; actives 0.85% (n = 360,000);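 active = inhibition or corrected inhibition above about 18%, plus a signal ratio from 0.5 to 1.5, limit read from the data, passing the limit was not always enough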; also: strong numbers were not always called active
Neddyl block: cullin neddylation inhibition; AID 651699; TR-FRET cullin neddylation, biochemical; P61081+Q13564; calls only at 25 µM; actives 0.58% (n = 360,000); in the data active = inhibition above about 36%
Active calls of the source: *; i = inactive; . = no result given.

SMILES	MsrA inhibitor	MT1-MMP act inh	bovine MsrA act	FAS TE block	Rin1 Abl inh	eLon inh	SKN-1 inh	CendR NRP1 mod	Neddyl block
Cc1ccnc(NC(c2ccsc2)c2ccc3ccc(C)nc3c2O)c1 (centres undefined)	0.1	3	-4	1	0	1	-12	10	i
CC(C)(C)NC(=O)C(c1ccccc1)N(C(=O)c1csnn1)C1CC1 (centres undefined)	-0.7	0	4	-1	1	-1	-16	-3	i
O=C1c2ccccc2C(=O)N1CCCCN(C(=O)c1ccco1)c1ccc(Cl)cc1	0.2	-5	-1	16	-4	14	-14	7	i
OCCC1CN(Cc2ccc3nsnc3c2)CCN1C1CCCC1 (centres undefined)	0.9	1	-2	13	-1	-3	11	3	i
CC(C)CC(=O)Nc1c2c(nn1-c1ccc(F)cc1)CS(=O)(=O)C2	1.6	1	-3	-8	1	7	-13	1	i
COc1ccc(/C(C)=N/NC(=O)CNC(=O)c2ccncc2)c(OC)c1	-1.1	6	-9	-4	1	2	-6	5	i
COc1ccc(C)cc1S(=O)(=O)NCCN1CCOCC1	0.5	2	-1	-8	2	0	7	2	i
S=C(NCCc1ccc(Cl)cc1)NCc1ccco1	1.9	-5	-1	-3	4	-14	4	-12	i
S=C(Nc1ccccc1)N1CCCCCCC1	0.8	1	4	-3	1	-3	8	18	i
COc1ccc(CN2CCN(C(=O)c3cccc(OC)c3OC)CC2)cc1OC	-0.4	2	-4	-4	3	-4	4	5	i
Cc1cc(F)ccc1S(=O)(=O)N1CCCOC1CNC(=O)C(=O)NCc1ccncc1 (centres undefined)	-0.1	-2	-3	-7	0	-15	12	2	i
CCOC(=O)c1ccc2c(c1)nc(C1CCN(S(=O)(=O)c3cccs3)CC1)n2CC	-0.9	0	-2	22	0	-11	-8	7	i
O=C(Nc1ccc(N2CCCCC2)cc1)c1ccccc1	-0.7	7	-3	-7	-2	-20	20	-23	i
CCOc1ccc(C(=S)N2CCCC2)cc1	1.0	-2	-3	0	1	1	-9	-4	i
CCOC(=O)C1(C)CCN1C(=O)c1cccc(C#N)c1 (centres undefined)	0.5	1	-4	-7	3	-4	1	-15	i
CCN(CC)C(=O)Cn1c(=O)n(CC(=O)N2CCCCC2)c(=O)c2sccc21	-0.2	-3	-1	-5	0	1	3	5	i
Cc1ccc(C(=O)c2cc([N+](=O)[O-])ccc2N2CCOCC2)c(C)c1	1.7	9	-4	15	-3	8	-6	4	i
C=CCC1CCCCC12NC(=O)NC2=O (centres undefined)	1.6	1	-2	-4	-1	-2	-11	-4	i
CCC1CCC(C(=O)NC(CCSC)C(=O)NCCc2ccc(S(N)(=O)=O)cc2)CC1 (centres undefined)	-0.1	2	-12	2	0	-2	-21	14	i
O=C(Nc1ccccc1Cl)N1CCN(c2ccccn2)CC1	0.0	13	-2	-5	-2	-15	20	-8	i

Six records drawn at random from the list so far:
SMILES	MsrA inhibitor	MT1-MMP act inh	bovine MsrA act	FAS TE block	Rin1 Abl inh	eLon inh	SKN-1 inh	CendR NRP1 mod	Neddyl block
O=C(Nc1ccc(N2CCCCC2)cc1)c1ccccc1	-0.7	7	-3	-7	-2	-20	20	-23	i
O=C(Nc1ccccc1Cl)N1CCN(c2ccccn2)CC1	0.0	13	-2	-5	-2	-15	20	-8	i
Cc1cc(F)ccc1S(=O)(=O)N1CCCOC1CNC(=O)C(=O)NCc1ccncc1 (centres undefined)	-0.1	-2	-3	-7	0	-15	12	2	i
CCOC(=O)c1ccc2c(c1)nc(C1CCN(S(=O)(=O)c3cccs3)CC1)n2CC	-0.9	0	-2	22	0	-11	-8	7	i
CCC1CCC(C(=O)NC(CCSC)C(=O)NCCc2ccc(S(N)(=O)=O)cc2)CC1 (centres undefined)	-0.1	2	-12	2	0	-2	-21	14	i
C=CCC1CCCCC12NC(=O)NC2=O (centres undefined)	1.6	1	-2	-4	-1	-2	-11	-4	i

Later entries
SMILES	MsrA inhibitor	MT1-MMP act inh	bovine MsrA act	FAS TE block	Rin1 Abl inh	eLon inh	SKN-1 inh	CendR NRP1 mod	Neddyl block
O=C(COc1ccccc1)N/N=C/c1ccc2c(c1)OCO2	2.2	1	-12	-1	4	-15	-10	1	i
Cc1ccc(N2CC(C(=O)Nc3ccccc3C(=O)N3CCOCC3)CC2=O)cc1 (centres undefined)	0.4	-1	-2	-4	1	2	-3	-10	i
CCOC(=O)C1=C(CC)OC(N)=C(C#N)C1c1cccs1 (centres undefined)	3.6	-5	-13	-7	2	1	-21	10	i
O=C(Nc1ccc(Cl)cc1C(=O)Nc1ccncc1)c1ccco1	0.1	-33	-8	-2	-1	-15	-3	2	i
CCN1CCN(C(=O)c2ccc(-c3nc4ccccc4s3)s2)CC1	1.7	3	1	0	-5	1	13	-5	i
CC1(CC(=O)N/N=C/c2ccc(OCc3ccc(Cl)cc3Cl)cc2)OCCCO1	1.0	-7	-2	-5	0	-1	7	4	i
S=C(c1ccc(-c2cc(Cl)ccc2Cl)o1)N1CCCCC1	0.9	0	-2	41	1	-3	12	-8	i
Fc1ccc(-c2cnn3c(-c4cccs4)ccnc23)cc1	0.9	-22	-4	3	0	-4	29	-42	i
CCN(CC)S(=O)(=O)c1ccc(N2CCCC2)c(NC(=O)Cc2c(F)cccc2Cl)c1	-0.4	-3	-7	9	0	0	-10	4	i
Cc1ccnc(NS(=O)(=O)c2ccc(Cl)nc2)c1	0.0	-1	-3	-3	3	-3	3	8	i
CC(=O)Nc1ccc(-c2ccnc3c2CC(C)(C(=O)Nc2ccc(Cl)c(C(F)(F)F)c2)O3)cc1 (centres undefined)	0.8	6	-3	20	-3	-8	8	0	i
O=C(N[C@@H](Cc1ccc(Br)cc1)C(=O)O)OCC1c2ccccc2-c2ccccc21	-0.7	3	2	24	2	4	0	-11	i
COc1ccc(S(=O)(=O)N2CCN(C(=O)c3cc(C4CC4)nn3-c3ccccc3)CC2)cc1OC	-0.5	0	-8	-1	-1	-3	-1	-8	i
N/C(=N\OC(=O)COc1ccc(Br)cc1)c1ccncc1	0.2	1	3	-3	-2	-8	0	4	i
CCOC(=O)CCCCCC(=O)Nc1ccc2c(c1)CC(=O)N([C@H](C)CO)C[C@@H](C)[C@H](CN(C)Cc1ccc3c(c1)OCO3)O2	0.2	2	-2	-3	16*	-6	14	10	i
O=C1CCCN1CCCNc1ccc2nnc(CCC(=O)N3CCN(c4ccc(F)cc4)CC3)n2n1	-0.2	5	1	-3	1	5	4	-7	i
CCN(CC)S(=O)(=O)c1cccc(NC(=O)CCNC(=O)c2ccccc2Cl)c1	-1.7	0	-1	-5	1	-3	-3	10	i
O=C1NC(=O)C(c2ccccc2)(c2ccccn2)N1 (centres undefined)	0.7	-3	-3	-9	5	-1	1	2	i
CN(C)N1C(N)=C(C#N)C(c2cccc([N+](=O)[O-])c2)C2=C1CC(C)(C)CC2=O (centres undefined)	0.7	-3	-2	1	-1	-6	6	5	i
c1ccc(Oc2ccc(-c3ccnc4ncnn34)cc2)cc1	1.7	4	-1	-3	1	-3	-4	-5	i
CCCOc1ccc(N2C(=O)CC(N(Cc3ccc(S(N)(=O)=O)cc3)C(=O)CC)C2=O)cc1 (centres undefined)	0.7	1	-5	-8	0	-2	8	8	i
Cc1c(NC(=O)c2ccc(Br)o2)c(=O)n(-c2ccccc2)n1C	0.8	3	-3	-11	2	-14	-1	5	i
COc1ccc2cc3c(N)nn(C(=O)c4ccccc4[N+](=O)[O-])c3nc2c1	3.0	-15	1	9	0	1	5	-9	i
COc1ccc(-c2cc(C)no2)cc1S(=O)(=O)N1CCN(C(=O)c2ccco2)CC1	-1.1	-2	-4	-4	1	-2	-1	-7	i
CCC(Sc1nc2cc(OC)c(OC)cc2c(=O)n1Cc1ccc(OC)cc1)C(=O)NCCOC (centres undefined)	-0.3	-2	-2	3	-6	19	8	-6	i
O=C(O)/C(=C\c1cccc(OCc2ccccc2)c1)c1ccc(F)cc1	0.5	0	-1	-3	-1	-2	4	7	i
O=C(Cc1ccc(Cl)cc1)NCC(=O)N1CCN(Cc2ccccc2)CC1	1.1	-3	-4	-3	2	-3	-7	5	i
O=C(C1=C[C@H](c2ccccc2)C[C@H](OCCCCO)O1)N1CCOCC1	-0.3	0	-2	-12	1	-4	18	11	i
COc1ccc(NC(=O)C(=O)N/N=C(\C)CC(=O)Nc2ccccn2)c(OC)c1	0.4	2	-2	-9	1	-4	-3	-9	i
Cc1cc(S(=O)(=O)NCC(C)C)ccc1OCC(=O)NCC1CCCO1 (centres undefined)	-0.1	1	-2	-9	-3	-6	14	-10	i

Molecules shown so far containing bromine:
SMILES	MsrA inhibitor	MT1-MMP act inh	bovine MsrA act	FAS TE block	Rin1 Abl inh	eLon inh	SKN-1 inh	CendR NRP1 mod	Neddyl block
O=C(N[C@@H](Cc1ccc(Br)cc1)C(=O)O)OCC1c2ccccc2-c2ccccc21	-0.7	3	2	24	2	4	0	-11	i
N/C(=N\OC(=O)COc1ccc(Br)cc1)c1ccncc1	0.2	1	3	-3	-2	-8	0	4	i
Cc1c(NC(=O)c2ccc(Br)o2)c(=O)n(-c2ccccc2)n1C	0.8	3	-3	-11	2	-14	-1	5	i

(listing goes on)
SMILES	MsrA inhibitor	MT1-MMP act inh	bovine MsrA act	FAS TE block	Rin1 Abl inh	eLon inh	SKN-1 inh	CendR NRP1 mod	Neddyl block
CN(C(=O)c1ccc(OC2CCN(S(=O)(=O)N(C)C)CC2)cc1)C1CCCCC1	-0.3	0	0	-2	3	-1	2	2	i
CC1CCCN(S(=O)(=O)c2ccc(Cl)s2)C1 (centres undefined)	-0.3	-1	-2	5	-2	-6	2	-3	i
CCc1cc(=O)oc2cc(C)cc(O)c12	0.7	6	-13	-6	-18	-3	-11	-19	i
CCOC(=O)Cn1cnc2scc(-c3ccc(C)c(C)c3)c2c1=O	1.3	1	-4	12	0	-6	-19	-6	i
N#CC(c1nc2ccccc2nc1N1CCCC1)S(=O)(=O)c1ccccc1 (centres undefined)	1.7	-38	-10	-8	3	-2	1	-47	.
COc1cc(CNC(=O)OC2CC3CC2[C@H]2CCCCN2C3=O)cc(OC)c1 (some centres undefined)	-0.2	5	2	-8	.	-6	4	-11	i
CCN(Cc1ccccc1)S(=O)(=O)c1ccc(S(=O)(=O)N2CCN(C)CC2)cc1	0.8	-3	0	-3	-1	8	-3	0	i
COc1cccc(CC2(CO)CCN(Cc3cccn3-c3cccnc3)CC2)c1	2.6	0	2	-3	1	5	6	-5	i
CCOc1ccccc1NS(=O)(=O)c1c[nH]c(C(=O)OC)c1	0.2	-1	-7	-7	0	-7	1	-10	i
COCCNc1ncnc2c1[nH]c1ccccc12	0.6	6	-3	0	-2	-7	19	4	i
CCc1ccc(C(=O)N2CCCC2)s1	-0.4	4	-6	-8	-1	-2	-10	4	i
CC(=O)N/C(=C\c1ccc2c(c1)OCO2)C(=O)NC(C(=O)O)c1ccccc1 (centres undefined)	4.5	-6	-2	-1	-5	-4	1	-12	i
CC(C)(C)NC(=O)c1ccc2c(c1)CCO2	1.3	-7	-12	-2	3	4	-20	-5	i
N#CC1=C(N)OC2=C(C(=O)CCC2)C1c1cccs1 (centres undefined)	-1.0	-5	-7	-7	4	-4	1	10	i
CC(=O)Nc1ccc(NC(=O)C2CC(=O)N(c3cccc(Cl)c3)C2)cc1 (centres undefined)	0.5	2	0	-1	0	-2	2	8	i
S=C(Nc1ccccc1)Nc1ccc2ccccc2c1	2.5	5	-2	3	-2	0	5	14	i
COCCOC(=O)C1=C(C)NC2=C(C(=O)CC(C)(C)C2)C1c1ccc2c(c1)OCO2 (centres undefined)	0.5	1	-1	-3	0	-2	1	0	i
C1COCCNCCOCCOCCN1	-1.5	-6	-12	-11	4	11	-4	1	i
C[C@H](CO)N1C[C@H](C)[C@@H](CN(C)C)Oc2c(NC(=O)CCC(F)(F)F)cccc2C1=O	0.8	1	-3	-9	-2	-7	8	5	i
COc1cc2c(cc1O)C(CSC)Cc1cc3c(cc1N(C)CC2)OCO3 (centres undefined)	1.8	-6	-4	10	3	7	5	-8	i
COCCCNC(=O)C1CC(=O)OC1c1ccc(OC)c(OC)c1 (centres undefined)	1.5	0	-5	-2	4	1	-27	-8	i
CCCCCn1c(CNC(=O)CC)nc2ccccc21	3.3	1	-2	-1	-2	-1	16	3	i
